Compound activity deposited in PubChem by National Center for Advancing Translational Sciences (NCATS).
S-ASM inh – human S-ASM enzyme inhibition | P17405 | placental ASM, HMU-PC fluorogenic substrate, 60 min | Potency, µM (titrated, usually from 57.5 µM), inactives show top-dose activity change, negative = inhibition, hits mostly inhibitors | 0.006% of 340,000 active; also: potency is read from the fitted curve at half-maximal effect
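Fluorescence read-out (Ex 386 nm, Em 447 nm) after stopping the reaction at pH 10. Enzyme: ASM from human placenta; substrate HMU-PC0, 9 uM final; 60 min, 37 °C. Compound preincubation 10 min, ambient temperature.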
USP2a inh – inhibitors of human ubiquitin-specific protease USP2a | USP2 core, Ub-CHOP2 coupled fluorogenic reporter, 485/531 | AID 463254 | 0.01% of 330,000 active | Potency, µM (titrated, usually from 38.3 µM), for inactives: top-dose activity change, negative = inhibition, usual class: inhibitors | O75604;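 also: potency is read from the fitted curve at half-maximal effect; plate controls were DMSO wells for no effect and full inhibition by NEM control for full effect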
Target sequence (O75604 whole entry, looked up): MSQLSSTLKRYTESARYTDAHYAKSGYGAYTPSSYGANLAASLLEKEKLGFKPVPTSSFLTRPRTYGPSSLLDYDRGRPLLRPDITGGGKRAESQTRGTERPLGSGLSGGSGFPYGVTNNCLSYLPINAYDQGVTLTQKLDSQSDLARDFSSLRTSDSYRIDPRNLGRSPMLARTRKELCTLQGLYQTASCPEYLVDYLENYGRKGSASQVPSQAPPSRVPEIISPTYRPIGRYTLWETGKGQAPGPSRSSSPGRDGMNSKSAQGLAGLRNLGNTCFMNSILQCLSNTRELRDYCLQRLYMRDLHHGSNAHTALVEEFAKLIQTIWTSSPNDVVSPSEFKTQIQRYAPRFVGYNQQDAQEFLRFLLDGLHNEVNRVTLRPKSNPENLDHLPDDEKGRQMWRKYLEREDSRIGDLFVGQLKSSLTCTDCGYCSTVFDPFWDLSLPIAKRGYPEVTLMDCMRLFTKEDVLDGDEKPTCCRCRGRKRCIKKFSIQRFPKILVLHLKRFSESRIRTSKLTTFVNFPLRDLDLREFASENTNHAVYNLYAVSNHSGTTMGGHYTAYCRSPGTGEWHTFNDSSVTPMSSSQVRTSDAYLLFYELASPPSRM
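Cell-free coupled assay: 10nM USP2 core preincubated 30min RT with compound in Tris-HCl pH 8.0/CaCl2/CHAPS buffer, then 25nM Ub-CHOP2 and 25nM reporter substrate; fluorescence (Ex 485/Em 531) read after 60min RT, normalized to NEM inhibition, concentration-response curves fitted.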
PTAP TSG101 blk – blocks PTAP/TSG101 interaction to inhibit HIV-1 budding; Q99816; 340,000 tested, under 10 active; Fluorescence polarization, FITC-PTAP peptide / Tsg101 binding; Potency, µM (top dose mostly 115 µM), for inactives: at the highest dose activity change, negative = inhibition, usual class: inhibitors; AID 493005; active = well fitted inhibition curve with a large enough effect in the main read-out, with a control signal flat, not every such curve was filed as active; inconclusive = small, poorly fitted or top-dose-only effect, or effect the other way, or a change in a side signal; inactive = no such curve, though single readings can be large or run the other way; also: potency is read from the fitted curve at half-maximal effect; % of control where 0% means no effect
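FP read-out: FITC-PTAP peptide, 50 nM final, binding Tsg101 binding domain, 10 uM final; 20 min, r.t.; 10 mM HEPES pH 7.5, 0.15 M NaCl, 0.01% Tween 20, 3 mM EDTA, 0.1 mM TCEP.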
p53 reactivation – mutant p53 re-activation in reporter cells; H1299 p53-A138V BP100-luciferase reporter, luminescence, 24 h; Potency, µM (top dose mostly 92.2 µM), without a hit: at the highest dose activity change, positive = activation, most hits filed as activators; 0.063% of 320,000 active; also: potency is read from the fitted curve at half-maximal effect; % of control where 0% means no effect; nearly all actives have a fitted effect of over 45% in size
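H1299 (p53-null), stable ts p53-A138V + BP100-Luc; 1000 cells/well, Opti-MEM/10% FBS; cpd 4 pt, 1:5; 24 h, 37 deg C, 5% CO2; detection reagent 10 min RT; luminescence.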
uPA surface inh – blocks generation of uPA at the cell surface; cell surface uPA generation assay, qHTS; Potency, µM (titrated, usually from 38.3 µM), for inactives: at the highest dose activity change, negative = inhibition, hits mostly inhibitors; 0.31% of 330,000 active; active = well fitted inhibition curve with a large enough effect; inconclusive = small, poorly fitted or top-dose-only effect; inactive = no such curve, though single readings can be large or run the other way; tested in mouse RAW 264.7 cells; also: potency is read from the fitted curve at half-maximal effect; % is scaled to controls: 0 for no effect and ±100 for the full control effect; nearly all actives have a fitted effect of over 55% in size
a7 integrin act – activates integrin-mediated alleviation for muscular dystrophy | alpha7betagal myoblasts, beta-gal FDG fluorescence, 48 h | Potency, µM (doses to about 38.3 µM), for inactives: top-dose activation, actives largely listed as activators | 0.064% of 350,000 active | AID 624291;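 also: potency is read from the fitted curve at half-maximal effect; 100% = response of the positive control SU9516; nearly all actives have a fitted effect of over 60% in size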
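alpha7betagal+/- myoblasts (passage 13, 250/well) treated 48 h at 37C with compounds at 1:260 dilution of DMSO stock. Lysed, then beta-galactosidase activity read as FDG fluorescence (ex 480/em 540) after 30 min, with pre-read for autofluorescence.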
Eya2 inh – inhibitors of human Eya2 phosphatase activity. O00167. recombinant Eya2, OMFP fluorescence dephosphorylation (OMFP is methylfluorescein phosphate). 0.006% of 330,000 active. Potency, µM (top dose mostly 76.9 µM), without a hit: at the top dose activity, negative = inhibition, hits mostly inhibitors. AID 488837; also: potency is read from the fitted curve at half-maximal effect; % is scaled to controls: 0 for no effect and ±100 for the full control effect
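Eya2 protein (added as 0.2 uM solution) was preincubated with compound for 10 min at ambient temperature in 50 mM HEPES pH 7.5, 50 mM NaCl, 5 uM MgCl2, 0.05% BSA, 1 mM DTT. OMFP (added at 50 uM) then reacted 10 min; fluorescence read at 485/525 nm.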
TRPV1 agonist – human TRPV1 agonism | 0.19% of 320,000 active | activation, % at 8.33 µM | TRPV1-expressing cells, Fluo-8 calcium influx, agonist mode | AID 540275 | Q8NER1; in the data active = activation above about 80%; inconclusive = between about 30% and that limit; also: 0% is about no effect
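Cells expressing TRPV1 were dye-loaded with Fluo-8 and read kinetically: 10 s baseline, 3 min after compound (agonist portion), then 2 min after EC20 capsaicin (allosteric enhancer portion). Calcium-bound dye fluorescence at 480/520 nm.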
B2AR arrestin – agonists driving beta-arrestin recruitment to human beta2-adrenergic receptor. P07550. beta-arrestin recruitment to beta2AR, cell-based reporter. Potency, µM (titrated, usually from 46.1 µM), for inactives: at the top dose activation, most hits filed as activators. 0.02% of 330,000 active;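 also: potency is read from the fitted curve at half-maximal effect; 0% = DMSO controls and full agonism = EC100 isoproterenol or metaproterenol; nearly all actives have a fitted effect of over 65% in size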
Target sequence (P07550 whole entry, looked up): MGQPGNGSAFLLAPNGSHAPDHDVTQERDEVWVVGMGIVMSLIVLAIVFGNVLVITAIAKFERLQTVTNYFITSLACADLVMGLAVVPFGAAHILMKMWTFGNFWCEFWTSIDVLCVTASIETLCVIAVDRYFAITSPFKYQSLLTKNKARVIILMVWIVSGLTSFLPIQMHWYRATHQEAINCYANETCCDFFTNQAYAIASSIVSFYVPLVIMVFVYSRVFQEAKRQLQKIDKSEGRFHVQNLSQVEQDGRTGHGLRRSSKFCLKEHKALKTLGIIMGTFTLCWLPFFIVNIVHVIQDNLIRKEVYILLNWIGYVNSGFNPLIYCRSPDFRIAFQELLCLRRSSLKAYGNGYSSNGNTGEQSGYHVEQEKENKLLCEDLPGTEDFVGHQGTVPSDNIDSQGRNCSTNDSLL
BRCA1 expr up – BRCA1 expression activation | MCF7-BRCA1-FFLuc reporter, luminescence, 48 h; response scale: scaled: vehicle 0%, 10 µM genistein 100% | Potency, µM (series often up to 46.1 µM), for inactives: at the highest dose activation, hits mostly activators | 1.1% of 380,000 active; also: potency is read from the fitted curve at half-maximal effect; nearly all actives have a fitted effect of over 80% in size; some results filed as inactive show a strong effect at the top dose
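MCF7 cells carrying a BRCA1-firefly luciferase reporter (2000 cells/well, phenol-red free MEM) were attached for 2 h at 37 °C, then given compounds for 48 h. Luminescence was read 15 min after luciferase reagent; activity normalized to genistein (10 microM) and DMSO.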
ELG1 genotox – induces genotoxicity in HEK293T cells with luciferase-tagged ELG1. AID 504466. Potency, µM (doses to about 46 µM), without a hit: at the highest dose activity change, positive = activation, most hits filed as activators. 1.3% of 330,000 active. HEK293T ELG1-luciferase reporter, luminescence, 16 h; also: potency is read from the fitted curve at half-maximal effect; % of control where 0% means no effect; nearly all actives have a fitted effect of over 60% in size
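Luminescence read-out: rising ELG1-luciferase signal, reflecting elevated ELG1 protein under genetic stress, flags genotoxic compounds. Cells were treated for 16 hr at 37 °C before ONE-Glo detection.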
An asterisk follows results filed as active; i = inactive; u = inconclusive; x = not tested or not shown; [ ] = another dose, or the depositor's remark. Unless noted, calls follow the shape of the dose curve; as a rule, active = well fitted curve in the direction sought with a large enough effect; inconclusive = small, poorly fitted or top-dose-only effect, or another doubt; inactive = no such curve, though single readings can be large; an effect the other way counts as inactive or inconclusive.

SMILES | S-ASM inh | USP2a inh | PTAP TSG101 blk | p53 reactivation | uPA surface inh | a7 integrin act | Eya2 inh | TRPV1 agonist | B2AR arrestin | BRCA1 expr up | ELG1 genotox
Cc1ccnc(NCc2cccc3ccccc23)c1 | -1% | -1% | 1% | -26% | 3% | -38% | 4% | 9 | -3.8% | 27% | -1%
CCCC(=O)Nc1nc(-c2ccccc2)ns1 | -1% | 2% | 1% | u | 12% | -17% | 0% | u | 3.9% | 63% | 25%
COc1cc(C(=O)N/N=C/C2CC=CCC2)cc(OC)c1OC (stereo not drawn) | 4% | -1% | -2% | 10% | -12% | 22% | -1% | -5 | 3.6% | -72% | 3%
O=C(Nc1ccc(NC(=O)c2ccccc2F)cc1)c1cccs1 | -1% | -1% | -5% | u | -11% | u | 1% | 2 | 4.7% | 93% | u
COc1ccc(-c2csc3ncn(CC(=O)N4CCOCC4)c(=O)c23)cc1 | 10% | -1% | -8% | -2% | -6% | 24% | 8% | -1 | 0.2% | 3% | 1%
O=C(O)/C=C/C(=O)c1ccc2c(c1)CCc1ccccc1-2 | 19% | -1% | -4% | -26% | 5µM* | -40% | -4% | 0 | 0.1% | -53% | -11%
CCOc1ccccc1NC(=O)C1CCCN(S(=O)(=O)c2ccc(-n3cnnn3)cc2)C1 (stereo not drawn) | 40% | 2% | 1% | -2% | -2% | 1% | -6% | u | -0.4% | -11% | -12%
COc1ccccc1N1CCN(C(=O)c2cc(-c3ccco3)on2)CC1 | -6% | 0% | -3% | -2% | -1% | 17% | -15% | x | 0.5% | 30% | 1%
COc1cccc(CN2CCNC(=O)C2CC(=O)NCc2cc(C(C)C)no2)c1 (stereo not drawn) | -1% | 0% | -3% | 0% | -2% | 6% | 8% | -1 | -0.3% | 2% | 0%
CN1CCN(C(=O)/C(=C/c2cccnc2)NC(=O)c2cccc(Br)c2)CC1 | 0% | 0% | -2% | -7% | -7% | -9% | -18% | 1 | -0.9% | -4% | -3%
Cc1c(NC(=O)CN2C(=O)C(=O)N(Cc3ccccc3)C2=O)c(=O)n(-c2ccccc2)n1C | 5% | 4% | 1% | -2% | 7% | 4% | u | 1 | 0.2% | -2% | 0%
COCCCn1c(SCc2nc3ccccc3c(=O)[nH]2)nc2ccccc2c1=O | -2% | -1% | -4% | -1% | 3% | -4% | 13% | -1 | 0.2% | -30% | -3%
Cc1ccc(N(C(=O)C2CCC(=O)N2)C2(C(=O)NC3CCCCC3)CCCCC2)cc1 (stereo not drawn) | 2% | 2% | -17% | 3% | -5% | 17% | -9% | -1 | -0.4% | 0% | 0%
COc1ccccc1CNC(=O)c1cn(C)c(=O)c2cc(OC)c(OC)cc12 | -2% | -6% | -5% | -5% | -4% | -10% | 11% | -4 | 0.0% | -40% | 8%
CCOC(=O)c1nnn(-c2ccc([N+](=O)[O-])cc2)c1C | -1% | 3% | -3% | 9% | -4% | u | 5% | -1 | 0.1% | 39% | -1%
O=C(c1ccc(F)cc1)N1CCCCC(Sc2nnc3ccccn23)C1=O (stereo not drawn) | 0% | x | -3% | x | 1% | 13% | x | 0 | x | 5% | x
CCN1CCN(Cc2c(O)ccc3c(C)cc(=O)oc23)CC1 | i | 2% | -5% | 3% | 14% | 0% | 2% | -3 | 0.0% | 3% | 6%
CC(=O)c1ccc(C(=O)Nc2nnc(-c3ccc(Cl)cc3)o2)cc1 | -2% | 4% | -5% | 9% | u | -8% | -10% | -1 | 0.6% | 4% | -14%
CC(C)=CC(=O)Nc1nnc(-c2ccccc2C)s1 | -4% | 4% | 0% | 9% | 6% | 1% | -4% | 3 | 0.2% | 3.5µM* | u
O=c1[nH]c(NCc2ccccc2)nc2c1CCCC2 | 0% | 1% | -9% | -8% | 7% | -30% | 1% | 0 | -0.7% | 2% | -10%
NC(=O)C1=CC2C3C=CC2(O)C(=O)OC3O1 (stereo not drawn) | 2% | x | 0% | x | -11% | -51%[inhibitor] | x | x | x | -82% | x
CCOc1ccc(NC(=O)CCC(=O)N2CCSc3ccccc32)cc1 | 2% | 1% | -3% | 9% | 0% | -5% | -6% | -4 | 0.2% | 4% | -8%
COc1ccc(CC(=O)Nc2sc3c(c2C#N)CC(C)(C)NC3(C)C)cc1OC | -1% | 1% | -2% | x | -20% | 19% | u | u | 0.0% | 2% | -5%
c1ccc(-c2csc(Nc3ncccn3)n2)cc1 | 0% | 0% | 1% | 81% | -5% | 12% | -9% | -4 | -0.1% | u | 1.3µM*
CCOc1ccc(NC(=O)CN(C)C(=O)CCCn2c(=O)oc3ccccc32)cc1OCC | -3% | 2% | -7% | -1% | -1% | 6% | -1% | 2 | 3.1% | -20% | -2%

Overlap with the part before: 5 entries, then new ones.
SMILES | S-ASM inh | USP2a inh | PTAP TSG101 blk | p53 reactivation | uPA surface inh | a7 integrin act | Eya2 inh | TRPV1 agonist | B2AR arrestin | BRCA1 expr up | ELG1 genotox
NC(=O)C1=CC2C3C=CC2(O)C(=O)OC3O1 (stereo not drawn) | 2% | x | 0% | x | -11% | -51%[inhibitor] | x | x | x | -82% | x
CCOc1ccc(NC(=O)CCC(=O)N2CCSc3ccccc32)cc1 | 2% | 1% | -3% | 9% | 0% | -5% | -6% | -4 | 0.2% | 4% | -8%
COc1ccc(CC(=O)Nc2sc3c(c2C#N)CC(C)(C)NC3(C)C)cc1OC | -1% | 1% | -2% | x | -20% | 19% | u | u | 0.0% | 2% | -5%
c1ccc(-c2csc(Nc3ncccn3)n2)cc1 | 0% | 0% | 1% | 81% | -5% | 12% | -9% | -4 | -0.1% | u | 1.3µM*
CCOc1ccc(NC(=O)CN(C)C(=O)CCCn2c(=O)oc3ccccc32)cc1OCC | -3% | 2% | -7% | -1% | -1% | 6% | -1% | 2 | 3.1% | -20% | -2%
CC(C)C(NC(=O)COc1ccc2ccccc2c1)C(=O)N/N=C/C=C/c1ccccc1 (stereo not drawn) | 4% | 2% | -2% | -4% | x | 1% | -17% | 2 | -0.2% | 14% | -1%
CC(C)(C)NC(=O)C12CC3CC(CC(Cl)(C3)C1)C2 | 6% | 0% | 0% | 6% | 5% | 10% | 0% | 3 | -0.2% | 5% | -3%
CCCN(CCC)Cc1c(C(=O)N/N=C/c2ccoc2)nnn1-c1nonc1N | -13% | 3% | 1% | 0% | 2% | -3% | -1% | u | -0.1% | -4% | 0%
CCCCCCCN(c1ccccc1)[C@@H]1C[C@H]2CCCC(=O)N3CC[C@@H](C1)[C@@H]23 | -9% | x | -6% | x | 1% | -16% | x | x | x | -19% | x
Cc1ccc(Cl)cc1NC(=O)CNCC(c1ccccc1)N(C)C (stereo not drawn) | 0% | 4% | 0% | -4% | -7% | -19% | -2% | 0 | 0.2% | -11% | -6%
COC(=O)c1ccc(C2=NOC(C)(c3sc(-c4ccc(Cl)cc4)nc3C)C2)cc1 (stereo not drawn) | -13% | -6% | 5% | 6% | -3% | -9% | 4% | 4 | 0.4% | u | -2%
COCC(C)NC(=O)c1noc2c1CCc1cc(OC)ccc1-2 (stereo not drawn) | -2% | 0% | -4% | u | x | 40% | -6% | 4 | 0.1% | u | u
O=C(CN1CCCC1)Nc1ccc2c(c1)CCC2 | 0% | -1% | -1% | -2% | -5% | -4% | 4% | -2 | -0.3% | u | 9%
Cc1ccccc1-c1nc(C#N)c(N2CCC(C)CC2)o1 | -3% | 2% | -6% | u | 3% | 26% | -3% | u | -0.1% | u | 9%
Cc1cccc(C)c1OCc1cc(C(=O)N(C)Cc2cc(C3CC3)n[nH]2)no1 | -4% | -4% | x | -5% | 11% | 1% | -7% | 24 | -0.6% | 10% | 1%
CCOc1ccc(Cc2nnc(SCC(=O)Nc3ccccc3)n(N)c2=O)cc1 | 2% | -2% | 0% | -2% | -1% | 7% | -10% | -3 | 0.2% | 8% | -5%
